# Source: PubChem (National Center for Advancing Translational Sciences (NCATS))
# Pol beta inh: blocks human DNA polymerase beta activity. Potency, µM (titrated, usually from 114 µM), for inactives: at the highest dose activity change, negative = inhibition, most hits filed as inhibitors. Pol beta primer extension/strand displacement, fluorescence kinetic. P06746. 1.3% of 340,000 active; further: potency means the concentration at half of the fitted maximal effect; on the % scale 0 is the no-effect control and ±100 the full control effect
#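 10 nM enzyme + cpd, 15 min RT; start with substrate 50 nM final; read 0 min and after 10 min RT. Corrected, normalized data; 4-parameter Hill curve fit.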
# Pol eta inh: blocks human DNA polymerase eta activity; Q9Y253; recombinant Pol eta, fluorescent DNA replication assay; 1.2% of 390,000 active; Potency, µM (titrated, usually from 114 µM), without a hit: at the highest dose activity change, negative = inhibition, actives largely listed as inhibitors; further: potency means the concentration at half of the fitted maximal effect; on the % scale 0 is the no-effect control and ±100 the full control effect
#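 Pol eta (10 nM) was preincubated with compounds for 15 min at room temperature, after which fluorescent replication substrate (50 nM final) was added to start the reaction. Fluorescence was read kinetically at 0 and 10 min.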
# Pol iota inh: DNA polymerase iota (human) inhibition; AID 588590; Pol iota fluorescent replication assay, 10 min; Q9UNA4; 1% of 390,000 active; Potency, µM (top dose mostly 115 µM), inactives show at the top dose activity, negative = inhibition, most hits filed as inhibitors; further: potency means the concentration at half of the fitted maximal effect
# Target sequence (Q9UNA4 whole entry, looked up): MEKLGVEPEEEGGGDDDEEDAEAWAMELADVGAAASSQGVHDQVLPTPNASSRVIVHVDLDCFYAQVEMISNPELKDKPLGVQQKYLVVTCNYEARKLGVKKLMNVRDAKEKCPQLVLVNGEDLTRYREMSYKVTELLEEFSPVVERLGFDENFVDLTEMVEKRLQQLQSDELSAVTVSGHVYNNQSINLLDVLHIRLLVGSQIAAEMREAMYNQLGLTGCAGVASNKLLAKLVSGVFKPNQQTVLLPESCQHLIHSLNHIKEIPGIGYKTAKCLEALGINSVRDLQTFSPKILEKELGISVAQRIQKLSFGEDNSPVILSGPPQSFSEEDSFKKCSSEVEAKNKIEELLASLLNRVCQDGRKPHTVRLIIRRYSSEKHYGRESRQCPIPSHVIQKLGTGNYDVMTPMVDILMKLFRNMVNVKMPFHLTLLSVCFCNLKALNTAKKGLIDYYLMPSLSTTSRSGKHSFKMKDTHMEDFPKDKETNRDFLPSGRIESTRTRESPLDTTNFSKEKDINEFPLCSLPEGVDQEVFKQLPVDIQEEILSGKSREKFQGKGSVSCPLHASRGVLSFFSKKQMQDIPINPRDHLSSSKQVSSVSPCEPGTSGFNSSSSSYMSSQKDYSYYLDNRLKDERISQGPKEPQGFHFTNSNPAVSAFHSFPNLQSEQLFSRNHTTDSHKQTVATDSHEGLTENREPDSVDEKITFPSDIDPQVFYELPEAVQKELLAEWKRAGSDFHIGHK
#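 Pol iota at 10 nM preincubated 15 min with compounds at room temperature; reaction started with fluorescent substrate, 50 nM final. Fluorescence read kinetically at 0 and 10 min; buffer-only wells as negative control.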
# LDHA block: LDHA (human) enzyme inhibition | purified LDHA, NADH/diaphorase-resazurin fluorescence; stronger effect = lower value | activity change, % (values are at about 110 or 230 µM) | 0.15% of 480,000 active; in the data active means activity change below about -30%; inconclusive means mostly about -25% to -30%;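 further: plate controls were DMSO wells for no effect and wells without enzyme for full effect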
#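 Human LDH5 (2 nM) was incubated with 0.06 mM NADH and 0.2 mM pyruvate for 5 min at room temperature in Tris pH 7.4. Remaining NADH was coupled through diaphorase/resazurin, and resorufin fluorescence was read at 0 and 20 min.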
# Pol kappa inh: blocks human DNA polymerase kappa activity | Potency, µM (series often up to 107 µM), for inactives: top-dose activity, negative = inhibition, actives largely listed as inhibitors | purified Pol kappa, fluorescent DNA synthesis assay, 10 min | 0.53% of 400,000 active | Q9UBT6; further: potency means the concentration at half of the fitted maximal effect; on the % scale 0 is the no-effect control and ±100 the full control effect
#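 Enzyme at 10 nM met test compounds for 15 min at room temperature. Substrate addition (50 nM final) began the reaction, which was monitored by fluorescence at 0 and 10 min.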
# Glioma ERSR ind: induces the endoplasmic reticulum stress response in human glioma cells. U87-MG GRP78 promoter luciferase reporter, 16 h. Potency, µM, for inactives: at the highest dose activation, actives largely listed as activators. 0.02% of 420,000 active; further: potency means the concentration at half of the fitted maximal effect; series mostly up to about 76 µM; % of control where 0% means no effect; nearly all actives have a fitted effect of over 35% in size
#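 ERSR induction read as luciferase luminescence (Bright-Glo, 10 min at room temperature) in stably transfected human U87-MG glioma cells exposed to compounds for 16 h, using GRP78 as sensor.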
# APE1 inh: APE1 (human) endonuclease inhibition. AID 2517. P27695. recombinant APE1, TAMRA/BHQ-2 abasic DNA cleavage fluorescence. Potency, µM (highest dose often 65.8 µM), inactives show at the top dose activity change, negative = inhibition, actives largely listed as inhibitors. 0.35% of 350,000 active;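 further: potency means the concentration at half of the fitted maximal effect; plate controls were vehicle for no effect and reference inhibitor for full effect; nearly all actives have a fitted effect of over 55% in size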
# Target sequence (P27695 whole entry, looked up): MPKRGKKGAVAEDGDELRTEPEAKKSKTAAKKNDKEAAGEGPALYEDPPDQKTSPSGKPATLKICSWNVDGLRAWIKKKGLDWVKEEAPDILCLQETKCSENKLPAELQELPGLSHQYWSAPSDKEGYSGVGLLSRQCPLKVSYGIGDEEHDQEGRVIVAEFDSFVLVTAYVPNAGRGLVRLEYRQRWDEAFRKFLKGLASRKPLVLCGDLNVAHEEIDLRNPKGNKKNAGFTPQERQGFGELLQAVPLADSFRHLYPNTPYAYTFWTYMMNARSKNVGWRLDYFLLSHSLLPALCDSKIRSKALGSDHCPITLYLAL
#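 Substrate: short duplex with […] THF abasic site, 5'-TAMRA and 3'-BHQ-2, 50 nM final. APE1 at 0.75 nM, preincubated 15 min RT with compound. Fluorescence increase from first to third read measured activity.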
# Anesthetic bind: candidate novel general anesthetic via apoferritin binding; P02791; apoferritin/1-aminoanthracene competitive binding, fluorescence; Potency, µM (doses to about 77.5 µM), for the others: at the top dose activity change, negative = displacement, actives largely listed as inhibitors; 0.074% of 350,000 active; further: potency means the concentration at half of the fitted maximal effect; on the % scale 0 is the no-effect control and ±100 the full control effect; nearly all actives have a fitted effect of over 20% in size
#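 10 uM apoferritin + 50% sat. 1-AMA, PBS; cpd 10 min RT; Ex380/Em535 endpoint; normalized to free probe vs complex; 4-param Hill fit; propofol titration as pos. ctrl.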
# BLM inh: blocks DNA unwinding by human BLM helicase; P54132; recombinant BLM DNA unwinding, fluorescence dequenching; Potency, µM (titrated, usually from 56.1 µM), without a hit: top-dose activity change, negative = inhibition, most hits filed as inhibitors; 0.2% of 350,000 active; AID 2528;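 further: potency means the concentration at half of the fitted maximal effect; plate controls were vehicle for no effect and no enzyme for full effect; nearly all actives have a fitted effect of over 35% in size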
# * = called active by the depositor; ? = inconclusive; . = no result given; [ ] = remark or other dose. Unless noted, the call rests on the fitted dose curve; in most records, active means well fitted curve in the direction sought with a large enough effect; inconclusive means small, poorly fitted or top-dose-only effect, or another doubt; inactive means no such curve, though single readings can be large; an effect the other way counts as inactive or inconclusive. The list is partial (hit frequency here may not be typical).
SMILES,Pol beta inh,Pol eta inh,Pol iota inh,LDHA block,Pol kappa inh,Glioma ERSR ind,APE1 inh,Anesthetic bind,BLM inh
COc1cccc([C@@H]2CC=C(C(=O)O)[C@H](c3cccc(Cl)c3)N2S(=O)(=O)c2ccc(C)cc2)c1,.,-11%,-1%,-2,0%,-5%,29%,.,.
COc1ccc(C(=O)N/N=C\c2coc3ccc(Cl)cc3c2=O)cc1,-9%,3%,-23%,-3,0%,8%,27%,-21%,-9%
Cc1c(NC(=O)Nc2ccc(C(C)(C)C)cc2)c(=O)n(-c2ccccc2)n1C,6%,0%,29%,-6,1%,-1%,-10%,9%,-6%
COc1cc(OC)c(OC)cc1CNC(=O)c1ccc(COc2ccccc2)cc1,4%,-17%,51%[activator],1,2%,-2%,5%,6%,0%
COCCNC(=O)CSc1nc(N)c(NC(=O)c2ccccc2F)c(=O)[nH]1,-1%,-9%,3%,1,-15%,-5%,3%,-16%,-1%
CN1CCN(C(=O)c2cc3ccccc3[nH]2)CC1,-9%,0%,10%,-5,-14%,2%,-12%,-7%,-1%
COc1ccccc1NC(=O)Cn1c(=O)n(Cc2ccccc2)c(=O)c2c1c1cc(C)ccc1n2C,4%,-23%,15%,-4,-2%,-3%,.,-6%,-3%
CCOC(=O)c1cc(-c2ccccc2)n(CCCC(=O)Nc2cc(C)ccc2OC)c1C,0%,5%,-14%,4,-9%[60.1 µM],-2%,.,0%,-7%
NC(=O)c1ccccc1NC(=O)COc1ccc(Cl)cc1,-25%,-1%,16%,-2,3%,-5%,1%,-4%,-5%
Cc1ccc(N2C(=O)N(CC(=O)Nc3ccc(C)cc3[N+](=O)[O-])C(=O)C2C)cc1 (configuration not stated),.,-8%,15%,-1,-11%,0%,-8%,.,.
CCOc1ccccc1N1CN(C2CCCCC2)CNC1=S,1%,5%,21%,-6,-14%,-3%,3%,-3%,-2%
O=c1cc(CN2CCN(Cc3ccc(F)cc3)C(CCO)C2)[nH]c2ccccc12 (configuration not stated),2%,-2%,32%[activator],-10,-10%,-3%,-2%,-14%,-2%
Cn1cccc1C1CCCN1CC(=O)Nc1ccc(C(N)=O)cc1 (configuration not stated),.,-9%,45%[activator],2,4%,-3%,40%,.,.
Cc1ccc(CSC2=Nc3ccccc3C3=NC(CCC(=O)NC4CCCCC4)C(=O)N23)cc1 (configuration not stated),5%,-22%,5%,1,1%[60.1 µM],-5%,.,?,-1%
CCCCc1ccc(NC(=O)N[C@@H](C)C(=O)O)cc1,45%,-11%,21%,-2,9%,-1%,17%,-9%,1%
CC[C@H](C)Cc1cn([C@@H](CCCCNC(=O)OC(C)(C)C)C(=O)NCCCCCCCCCCC(=O)N2CCN(C(=O)OC(C)(C)C)CC2)nn1,.,-18%,27%,3,-9%,-2%,0%,.,.
COC(=O)c1ccc(Nc2ncnc3c2nc2n3CCCC2)cc1,1%,-1%,-11%,-10,-19%,-2%,.,1%,2%
C/C(=N\NC(=O)c1ccc(C(=O)N/N=C(\C)c2ccco2)o1)c1ccco1,?,4%,?,-9,-5%,-3%,-22%,-6%,-2%
CCC1CCCCN1S(=O)(=O)c1ccc(C(=O)Nc2sc3c(c2C(=O)NC)CCC3)cc1 (configuration not stated),-21%,-5%,-11%,-3,-3%[60.1 µM],-5%,.,67%[activator],-8%
Cn1c(-c2cccc(Br)c2)cnc1NCc1cccc(F)c1,2%,-16%,11%,-16,-6%,-2%,.,?,-5%
Cc1cc(=O)[nH]c(N/N=C2/CCCC/C2=C\c2ccccc2)n1,-8%,?,26%,-1,7%,11%,0%,-16%,-4%
O=C(O)CCn1ccnc1-c1ccccc1,3%,-15%,3%,-2,2%,-1%,-2%,1%,0%
CCC(C)N(CCNC(=O)c1ccc(NC2=NC3CS(=O)(=O)CC3S2)cc1)Cc1ccco1 (configuration not stated),?,-13%,-8%,-16,-9%,-3%,49%[activator],-20%,1%
CC(NC(=O)COC(=O)CCNC(=O)c1ccco1)C12CC3CC(CC(C3)C1)C2 (configuration not stated),15%,-17%,13%,-4,-8%,-1%,-4%,?,0%
COc1ccccc1CNC(=O)Cc1csc(NC(=O)Nc2ccccc2OC)n1,.,-27%,?,-4,-16%,-2%,-3%,.,.
CCOc1ccccc1NC(=O)CN1C(=O)COc2ccc(S(=O)(=O)NC3CCCC3)cc21,13%,-10%,-6%,0,-17%,0%,.,0%,-3%
CCOC(=O)N1CCc2c(sc3c2c(=O)n(-c2ccc(Cl)cc2)c(=O)n3CC(=O)c2ccc(F)cc2)C1,-19%,-12%,13%,2,-11%,-1%,.,3%,-2%
O=C(COC(=O)/C=C/C(=O)OCC(=O)NC12CC3CC(CC(C3)C1)C2)NC12CC3CC(CC(C3)C1)C2,36%,-10%,-1%,-6,-20%,6%,11%,-1%,4%
CC(C)(C)C1CCC(OCC(O)CN2CCN(c3ccccc3)CC2)CC1 (configuration not stated),29%,-22%,-14%,-3,-1%,-5%,2%,-5%,-1%
COc1ccc(OC)c(-n2c(C)cc(C=O)c2C)c1,-13%,-8%,169%[activator],-4,0%,2%,-2%,-7%,-4%
Cc1cccc(Cn2c(=O)n(CCC(=O)NCc3ccc4c(c3)OCO4)c(=O)c3sccc32)c1,2%,-21%,2%,-2,4%,-2%,.,0%,-5%
Nc1nnc(SCC(=O)NC2CCCCCC2)s1,.,-6%,0%,0,-16%,-4%,29%,.,.
Cc1ccc(NC(=O)CCSc2nc(C)cc(C)n2)cc1,5%,-15%,-7%,-1,-2%,-1%,?,-14%,1%
Cc1c(-n2c(SCC(N)=O)nc3ccccc3c2=O)c(=O)n(-c2ccccc2)n1C,-15%,-22%,14%,-5,-3%,-2%,-5%,3%,-3%
CCOc1ccc(NC(=O)CN(C)C(=O)c2ccc(OCC3CCCO3)cc2)cc1OCC (configuration not stated),10%,-4%,16%,4,-6%,-3%,16%,-8%,-1%
CC1=NN(CCC#N)C(=O)/C1=C/c1ccc(N(C)C)cc1,-29%,-18%,28%,3,9%,-2%,0%,?,0%
COC(=O)COc1ccc(/C=N/NS(=O)(=O)c2ccccc2)cc1,2%,2%,77%[activator],-3,5%,?,38%,-4%,-2%
CCCCCC(=O)Nc1ccc(-c2csc(N)n2)cc1,?,-13%,62%[activator],-2,-24%,6%,-3%,?,-10%
Cc1nnc2sc(-c3ccccn3)nn12,4%,7%,12%,-1,-1%,1%,3%,5%,3%
CCOc1cccc(C(=O)NC(=S)Nc2ccc(N3CCCC3)cc2)c1,-2%,-12%,-7%,3,-16%,-2%,-3%,-1%,-4%
CNc1ccc(/C=C2\COc3ccccc3C2=O)cc1[N+](=O)[O-],28%,?,8%,-7,0%,-1%,-4%,1%,-2%
O=C(NCc1ccco1)/C(=C/c1ccccc1)NC(=O)c1ccco1,-16%,7%,15%,-9,0%,-1%,63%[activator][12.4 µM],1%,-1%
CCOC(=O)c1cccc(NC(=O)c2cc3ccccn3n2)c1,-1%,-14%,36%[activator],-1,0%,-10%,.,-7%,-3%
CCOc1ccc(NC(=O)C2CCCN(c3nn4c(=O)cc(C)nc4s3)C2)cc1 (configuration not stated),-1%,-8%,-4%,-1,-17%,-2%,-14%,-20%,1%
COc1ccc(-c2c3c(=O)n(C)c(=O)n(C)c3cn2-c2ccccc2O)cc1,-16%,21%,37%[activator],0,11%,0%,-9%,9%,-8%

# Three structures from above, ordered by SMILES length, low to high.
SMILES,Pol beta inh,Pol eta inh,Pol iota inh,LDHA block,Pol kappa inh,Glioma ERSR ind,APE1 inh,Anesthetic bind,BLM inh
Cc1nnc2sc(-c3ccccn3)nn12,4%,7%,12%,-1,-1%,1%,3%,5%,3%
Cc1ccc(NC(=O)CCSc2nc(C)cc(C)n2)cc1,5%,-15%,-7%,-1,-2%,-1%,?,-14%,1%
CC1=NN(CCC#N)C(=O)/C1=C/c1ccc(N(C)C)cc1,-29%,-18%,28%,3,9%,-2%,0%,?,0%

# Ordered by value in Glioma ERSR ind (highest first): some entries from above.
molecule | Glioma ERSR ind
Cc1nnc2sc(-c3ccccn3)nn12 | 1%
Cc1c(NC(=O)Nc2ccc(C(C)(C)C)cc2)c(=O)n(-c2ccccc2)n1C | -1%
COc1cc(OC)c(OC)cc1CNC(=O)c1ccc(COc2ccccc2)cc1 | -2%

# Continued.
SMILES,Pol beta inh,Pol eta inh,Pol iota inh,LDHA block,Pol kappa inh,Glioma ERSR ind,APE1 inh,Anesthetic bind,BLM inh
CCOc1ccc(CN2CCC(C(=O)N3CCN(c4ccccc4F)CC3)CC2)cc1OC,?,-12%,21%,-9,1%,-5%,-2%,0%,2%
COc1ccc(/C=C(/C#N)C(=O)Nc2cccc([N+](=O)[O-])c2)cc1C(=O)O,4%,-10%,?,-3,-10%,3%,-2%,-15%,-9%
CC(=O)O[C@H]1C2=CO[C@H](C)[C@H]3[C@H]4C5=C([C@H](O)[C@H]6O[C@@H]6C5=O)[C@H](O[C@H]4C)[C@@]23C(=O)[C@H]2O[C@@H]21,.,.,.,.,.,-5%,19%[12.4 µM],-5%[15.3 µM],1%[12.4 µM]
COc1ccccc1CC(=O)N1CCN(S(=O)(=O)c2ccccc2F)CC1,.,-15%,25%,1,2%,-3%,-4%,.,.
O=C(OCc1ccc([N+](=O)[O-])cc1)c1cc([N+](=O)[O-])ccc1N1CCOCC1,.,-10%,15%,-3,-13%,-3%,7%,.,.
COc1ccc(-n2nc(C(=O)NCC(=O)NCCCN3CCOCC3)c3ccccc3c2=O)cc1,50%,-8%,13%,-13,-8%,-2%,5%,5%,1%
CC1CCC(C(C)C)C(OC(=O)C[n+]2cccc(C(N)=O)c2)C1 (configuration not stated),17%,-12%,-16%,2,2%,-16%,-2%,-18%,2%
O=C1c2ccc([N+](=O)[O-])cc2NC(c2ccco2)N1/N=C/c1ccco1 (configuration not stated),-28%,-22%,8%,2,1%,11%,-2%,-20%,1%
O=C(COc1ccccc1)NC1CCCCCCC1,-3%,-5%,-18%,-1,-8%,2%,6%,45µM*,-2%
